Source: PubChem
NCOA2 inhibitor: human SRC2 (NCOA2) inhibition; Q15596; HEK293 GAL4-SRC2 luciferase reporter, luminescence; inhibition, % at 9 µM; hit rate 0.17% among 370,000;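 active = inhibition above the mean inhibition of all tested compounds plus 3 SD, set per campaign, cut at about 52% in these data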;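 also: 0% = DMSO treated cells and 100% = cells given Gossypol at 36 µM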
COUP-TFII inh: NR2F2 (human) inhibition, primary screen; P24468; HEK293T NGFI-A luciferase reporter, luminescence; inhibition, % at 8.6 µM; hit rate 0.7% among 370,000; AID 686940;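 active = inhibition above a per-plate cutoff, mean inhibition of test wells between control levels plus 3 SD, cut at about 38% in these data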;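 also: cells cotransfected with COUP-TFII expression vector driving the NGFI-A reporter; 0% = median of COUP-TF2 test wells and 100% = reporter-only cells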
Target sequence (P24468 whole entry, looked up): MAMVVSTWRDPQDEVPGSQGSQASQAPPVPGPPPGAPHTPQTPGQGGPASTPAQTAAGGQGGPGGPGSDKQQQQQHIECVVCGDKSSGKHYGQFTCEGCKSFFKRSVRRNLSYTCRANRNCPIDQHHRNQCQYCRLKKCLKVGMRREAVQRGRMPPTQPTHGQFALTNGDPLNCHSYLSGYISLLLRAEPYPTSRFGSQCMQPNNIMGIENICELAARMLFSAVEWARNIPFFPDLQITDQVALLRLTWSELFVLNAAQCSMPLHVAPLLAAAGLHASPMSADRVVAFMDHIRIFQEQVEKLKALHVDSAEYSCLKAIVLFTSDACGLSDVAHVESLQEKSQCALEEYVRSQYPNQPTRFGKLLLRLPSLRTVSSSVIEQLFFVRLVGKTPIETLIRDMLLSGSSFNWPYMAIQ
* marks the source's active call; other numbers are inactive results. The list is partial; rates above refer to the full screens.

no.	NCOA2 inhibitor	COUP-TFII inh	molecule
1	-13	-18	CN1/C(=C\C=C2/C(=O)Oc3ccccc3C2=O)C(C)(C)c2ccccc21
2	-8	-9	C/C(=N\NC(=O)Cc1c(C)[nH][nH]c1=O)c1ccc2ccccc2c1
3	-36	-2	COc1cc2c(cc1NC(=O)CSc1nnc(COc3ccccc3)n1Cc1ccco1)oc1ccccc12
4	-8	14	Cc1nn(-c2ccccc2)c2sc(C(=O)NC3CCCC3)cc12
5	-4	-2	COc1cc(OC)c(C2CC(=O)N3CN(c4ccccc4C)CSC3=C2C#N)cc1OC (stereo not drawn)
6	-28	-10	COc1ccccc1-c1ccc2c(c1)[C@@H]1C[C@H]3[C@@H](CN1CC2)[C@H](C)ON3C
7	-20	1	COc1ccccc1C(=O)CSc1nnc(-c2ccncc2)n1-c1ccc(Cl)cc1
8	-50	-17	CCN1CCCCC(NC(=O)c2ccc(F)c(F)c2)C1=O (stereo not drawn)
9	10	15	CC(C)Oc1ccc(S(=O)(=O)N2CCCCCC2)c2ccccc12
10	-20	-19	O=C(CNS(=O)(=O)c1cccc2ccccc12)N1CCN(c2ncccn2)CC1
11	-3	-1	COC1=C[C@H](C(=O)NCCNC(C)=O)[C@@]2(C)Cc3ccccc3[C@H]2CC1=O
12	-8	-33	C[C@@H]1COc2cccc(F)c2S(=O)(=O)N1C
13	-3	13	Cn1c(=O)c2c(nc(CN3CCN(c4ccccc4)CC3)n2CCN2CCOCC2)n(C)c1=O
14	1	20	O=C(CSc1nnc(-c2ccccc2)n1-c1ccc(Cl)cc1)c1ccccc1Br
15	-6	11	COc1cc(NC(=O)C2CCN(c3nnc(-n4cccc4)s3)CC2)cc(OC)c1
16	8	-1	COP(N)(=O)C(CC(C)C)NC(=O)OCc1ccccc1 (stereo not drawn)
17	19	8	COC(=O)[C@]12C[C@H](CC(=O)NCc3ccccc3)C(=O)N(Cc3ccc(Cl)cc3Cl)C1=C[C@H](C1CCCC1)O[C@@H]2C
18	12	11	COC(=O)C1=C(C)N(Cc2ccccc2C(F)(F)F)C(=NCc2ccc(C(F)(F)F)cc2)NC1c1cccc(C(F)(F)F)c1 (stereo not drawn)
19	-17	-3	COC(=O)C1(F)C(=O)NC(=O)NC1OC (stereo not drawn)
20	3	4	O=C(CSc1nnc(Cc2cccs2)n1-c1ccccc1)Nc1ccccc1-c1ccccc1

A draw from above in order of SMILES length, lowest first:
no.	NCOA2 inhibitor	COUP-TFII inh	molecule
19	-17	-3	COC(=O)C1(F)C(=O)NC(=O)NC1OC (stereo not drawn)
12	-8	-33	C[C@@H]1COc2cccc(F)c2S(=O)(=O)N1C
16	8	-1	COP(N)(=O)C(CC(C)C)NC(=O)OCc1ccccc1 (stereo not drawn)
4	-8	14	Cc1nn(-c2ccccc2)c2sc(C(=O)NC3CCCC3)cc12
9	10	15	CC(C)Oc1ccc(S(=O)(=O)N2CCCCCC2)c2ccccc12
2	-8	-9	C/C(=N\NC(=O)Cc1c(C)[nH][nH]c1=O)c1ccc2ccccc2c1
7	-20	1	COc1ccccc1C(=O)CSc1nnc(-c2ccncc2)n1-c1ccc(Cl)cc1
15	-6	11	COc1cc(NC(=O)C2CCN(c3nnc(-n4cccc4)s3)CC2)cc(OC)c1
20	3	4	O=C(CSc1nnc(Cc2cccs2)n1-c1ccccc1)Nc1ccccc1-c1ccccc1
13	-3	13	Cn1c(=O)c2c(nc(CN3CCN(c4ccccc4)CC3)n2CCN2CCOCC2)n(C)c1=O
11	-3	-1	COC1=C[C@H](C(=O)NCCNC(C)=O)[C@@]2(C)Cc3ccccc3[C@H]2CC1=O
3	-36	-2	COc1cc2c(cc1NC(=O)CSc1nnc(COc3ccccc3)n1Cc1ccco1)oc1ccccc12
6	-28	-10	COc1ccccc1-c1ccc2c(c1)[C@@H]1C[C@H]3[C@@H](CN1CC2)[C@H](C)ON3C
18	12	11	COC(=O)C1=C(C)N(Cc2ccccc2C(F)(F)F)C(=NCc2ccc(C(F)(F)F)cc2)NC1c1cccc(C(F)(F)F)c1 (stereo not drawn)
17	19	8	COC(=O)[C@]12C[C@H](CC(=O)NCc3ccccc3)C(=O)N(Cc3ccc(Cl)cc3Cl)C1=C[C@H](C1CCCC1)O[C@@H]2C

More entries:
no.	NCOA2 inhibitor	COUP-TFII inh	molecule
21	8	-26	C(=N\Nc1nc(Nc2ccccc2)nc(N2CCOCC2)n1)/c1c[nH]c2ccccc12
22	6	7	Clc1ccc([C@H]2OC[C@@]3(CNCC4CC4)CS[C@H](c4ccc(Cl)cc4)N23)cc1
23	-37	-1	O=S1(=O)CCSC[C@@H](CN2CCOCC2)N1
24	-5	0	COC(=O)C1=C(C)N(C)C(=NCc2ccc3c(c2)OCO3)NC1c1ccccc1 (stereo not drawn)
25	10	3	Cc1cc(C)cc(NC(=O)N2CCN(Cc3nc4ccccc4c(=O)[nH]3)CC2)c1
26	-25	-11	CCNC(=O)Nc1ccc2c(c1)C(=O)N(C)[C@H]1CC[C@@H](CC(=O)NCCN3CCCC3)O[C@@H]1CO2
27	-8	-12	COC(=O)C1=C(C)N(Cc2ccccc2C(F)(F)F)C(=NCc2cc(OC)c(OC)c(OC)c2)NC1c1cccc(Cl)c1 (stereo not drawn)
28	-9	2	O=S1(=O)c2ccc(N3CCN(Cc4ccccc4F)CC3)cc2Oc2ccccc2CN1Cc1cn(Cc2cccc(C(F)(F)F)c2)nn1
29	4	-5	O=C(NC1CCCCN(Cc2cccc(C(F)(F)F)c2)C1=O)c1cccc([N+](=O)[O-])c1 (stereo not drawn)
30	3	-11	COc1ccccc1C(=O)N1CCC2CCNC2C1 (stereo not drawn)
31	-6	1	COC(=O)N1C[C@H](OCCCOCc2ccccc2)[C@H]2C[C@@H]1c1ccccc1O2
32	-21	-2	CC(C)(C)c1ccc(CSc2nnc(-c3cccs3)o2)cc1
33	-1	11	CCCCc1c(-c2ccccc2OC)ncn1C1CCCCC1
34	4	0	CC(C)(C)N(Cc1cn(Cc2ccccc2)nn1)S(=O)(=O)c1ccc(N2CCCC2)cc1Br
35	-29	-4	CSCCC(N=Cc1c(O)n(-c2ccc(F)cc2)c(=O)[nH]c1=O)C(=O)O (stereo not drawn)
36	-4	3	O=C(OC12CCCN(C1)/C(=C/c1cccc(Cl)c1)C2)c1ccc(Cl)cc1 (stereo not drawn)
37	0	10	O=C1C=C(NCc2ccc3c(c2)OCO3)CC(c2ccccc2)C1 (stereo not drawn)
38	-2	14	COc1ccc(NC(=O)N(C)[C@H]2C[C@H]3c4[nH]c5c(-c6ccccc6)cccc5c4CCN3C(=O)[C@H]2[C@H](C)O)cc1
39	7	-24	CN[C@H]1C[C@H]2c3[nH]c4c(-c5ccc6c(c5)OCO6)cccc4c3CCN2C[C@H]1[C@H](C)O
40	13	-2	O=C(c1ccccc1Cl)N1CCC(Oc2cccnc2)CC1
41	1	-12	COc1ccc(S(=O)(=O)N2CCCc3nc(-c4ccc(F)cc4)ccc32)cc1
42	-7	-20	Cn1c2ccccc2c(=O)c2c(=O)n(Cc3cccc4ccccc34)cnc21
43	-5	10	O=S1(=O)N[C@H](Cc2ccccc2)COc2cccc(NCCO)c21
44	19	18	CCCCCn1c(C)c(CC(=O)Nc2ccc(Oc3cccnc3)c(C)c2)c2ccccc21
45	-6	0	COc1cccc([C@H]2NC(=O)C/C=C/[C@@H](C)[C@@H](c3cccc(OC)c3)NC(=O)C/C=C/[C@H]2C)c1
46	17	-6	O=c1c2ccccc2n(Cc2ccccc2)n1[C@@H](Cc1ccccc1)Cn1cc(C2CCCC2)nn1
47	-12	-12	COC(=O)C[C@H]1CC[C@@H]2[C@H](COc3ccc(NC(=O)c4cnccn4)cc3C(=O)N2C)O1
48	-3	-16	CCOC(=O)CC[C@H]1CC[C@]2(CCCN(S(C)(=O)=O)C2)O1
49	-10	43*	O=C(Sc1cccc2cccnc12)c1ccc(F)cc1
50	2	-12	Cc1cccc(OCC(C)CN2CCC(C(O)(c3ccccc3)c3ccccc3)CC2)c1 (stereo not drawn)
51	3	-2	CC1=C(C(=O)OCc2ccccc2)C(c2ccccc2OS(=O)(=O)c2ccccc2[N+](=O)[O-])NC(=O)N1CCCC(=O)O (stereo not drawn)
52	-18	0	COc1ccc(-c2cc(NC(=O)Cc3c(C)[nH]c4ccccc34)ccc2Nc2cccnc2)cc1F
53	-7	43*	C=CCCC1CN(Cc2ccc(OC)cc2)S(=O)(=O)c2c(NCc3cc(OC)c(OC)c(OC)c3)cccc2O1 (stereo not drawn)
54	-15	-9	CCCCN1CCS(=O)(=O)N(Cc2cn(Cc3ccccc3Br)nn2)C(C(=O)OC)C1 (stereo not drawn)
55	19	0	Cc1nn(CCC(=O)NNC(=O)Nc2ccc(Cl)cc2)c(C)c1[N+](=O)[O-]
56	-32	6	COc1ccc(N2C(=O)c3[nH]nc(-c4ccccc4)c3C2c2ccc(Br)cc2)cc1 (stereo not drawn)
57	-34	10	Nc1[nH]c(C(=O)c2ccccc2)c(-c2cccnc2)c1C(=O)c1ccccc1
58	5	-16	COC1=C[C@H](C(=O)NCCOC(C)=O)[C@H](C)[C@@H](c2ccccc2)CC1=O
59	-5	-5	CCCN1CCS(=O)(=O)N(Cc2cn(Cc3ccc(Cl)cc3)nn2)C(C(=O)OC)C1 (stereo not drawn)
60	-9	7	O=C(CN1CCC2(CC1)OCCO2)c1c[nH]c2ccccc12
61	-3	22	Cc1cc(N2CCN(C(=O)OC(C)(C)C)C[C@H]2C)ccc1N1CCN(Cc2ccccc2)[C@H](C)C1
62	5	-3	COC(=O)[C@]12C[C@H](CC(=O)N3CCCCC3)C(=O)N(Cc3ccco3)C1=C[C@H](C(C)(C)C)O[C@@H]2C
63	-11	-3	O=C(Nc1nc2ncccn2c1-c1ccc(F)cc1)c1ccc(F)cc1
64	11	1	C=CCN(C)CC#Cc1ccc(OC)cc1
65	-17	7	COC(=O)C1=C(C)N(Cc2ccc(Cl)cc2)C(=S)NC1c1ccccc1 (stereo not drawn)
66	10	4	Cc1ccccc1-c1ccc2c(c1)[C@@H]1C[C@H](N(C)S(=O)(=O)c3ccc(Cl)cc3)[C@H]([C@H](C)O)CN1CC2
67	1	0	O=S(=O)(c1ccccc1Br)N(Cc1cn(CC2CCCCC2)nn1)C1CC1
68	17	10	CC1(C)CC(=O)N(CC(=O)N2CCN(c3cccc(Cl)c3Cl)CC2)c2ccccc2S1(=O)=O
69	-4	10	O=C(C(=O)N1CCC(CNC(=O)c2ccccc2F)CC1)c1cc2ccccc2o1
70	4	-10	COCCCNC(=O)C[C@H]1C[C@@]2(C(=O)OC)C(=C[C@H](COCc3ccccc3)O[C@@H]2C)N(Cc2ccc(Cl)cc2Cl)C1=O
71	1	30	COC(=O)[C@]12C[C@H](CC(=O)N3CCCC3)C(=O)N(Cc3cccc4ccccc34)C1=C[C@H](C(C)(C)C)O[C@@H]2C
72	7	-16	Cc1cc(N2CCN(CC(C)(C)O)C[C@@H]2C)ccc1N1CCN(CC(C)(C)O)[C@@H](C)C1
73	-10	9	CCCC[C@H]1C2CC(OC(=O)Nc3cccc(C#N)c3)C(C2)[C@H]2CCCCN21 (stereo partly drawn)
74	-1	-11	CCCCNC(=O)C[C@H]1C[C@@]2(C(=O)OC)C(=C[C@H](C3CCCC3)O[C@@H]2C)N(Cc2ccco2)C1=O
75	0	11	CN(Cc1ccccc1)C(=O)OCc1cn(Cc2ccccc2Cl)nn1
76	6	-2	Nn1c(SCc2ccc([N+](=O)[O-])cc2)nnc1-c1n[nH]c2c1CCC2
77	16	1	COC(=O)[C@]12C=CCN1[C@@H](c1ccc(Cl)cc1)c1c(c3ccccc3n1S(=O)(=O)c1ccc(C)cc1)C2
78	-1	-5	CCOC(=O)N1C(=O)C[C@](Sc2ccc(OC)cc2)(C(=O)N2CCOCC2)[C@H]1c1ccc(OC)cc1
79	-27	1	COc1cc(CCC(C)=O)ccc1OC(=O)c1c(-c2c(F)cccc2Cl)noc1C
80	6	16	CCCCNC(=O)C[C@H]1C[C@@]2(C(=O)OC)C(=C[C@H](C(C)C)O[C@@H]2C2CC2)N(Cc2cccc3ccccc23)C1=O
81	8	-6	CCc1c(Cc2cccc(F)c2)ncn1CCc1ccccc1OC
